# Compound activity: PubChem BioAssay, several laboratories
# TRPC6 activator – mouse TRPC6 channel activation; B-score at 10 µM; Q61143; AID 2550; HEK293-TRPC6 membrane potential dye fluorescence; hits give high values; hit rate 0.13% among 310,000;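 active means B-score of the integrated fluorescence ratio above library mean plus 3 SD, and starting fluorescence ratio within library mean plus 5 SD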;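 further: higher score means more depolarization so channel activation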
# Target sequence (Q61143 whole entry, looked up): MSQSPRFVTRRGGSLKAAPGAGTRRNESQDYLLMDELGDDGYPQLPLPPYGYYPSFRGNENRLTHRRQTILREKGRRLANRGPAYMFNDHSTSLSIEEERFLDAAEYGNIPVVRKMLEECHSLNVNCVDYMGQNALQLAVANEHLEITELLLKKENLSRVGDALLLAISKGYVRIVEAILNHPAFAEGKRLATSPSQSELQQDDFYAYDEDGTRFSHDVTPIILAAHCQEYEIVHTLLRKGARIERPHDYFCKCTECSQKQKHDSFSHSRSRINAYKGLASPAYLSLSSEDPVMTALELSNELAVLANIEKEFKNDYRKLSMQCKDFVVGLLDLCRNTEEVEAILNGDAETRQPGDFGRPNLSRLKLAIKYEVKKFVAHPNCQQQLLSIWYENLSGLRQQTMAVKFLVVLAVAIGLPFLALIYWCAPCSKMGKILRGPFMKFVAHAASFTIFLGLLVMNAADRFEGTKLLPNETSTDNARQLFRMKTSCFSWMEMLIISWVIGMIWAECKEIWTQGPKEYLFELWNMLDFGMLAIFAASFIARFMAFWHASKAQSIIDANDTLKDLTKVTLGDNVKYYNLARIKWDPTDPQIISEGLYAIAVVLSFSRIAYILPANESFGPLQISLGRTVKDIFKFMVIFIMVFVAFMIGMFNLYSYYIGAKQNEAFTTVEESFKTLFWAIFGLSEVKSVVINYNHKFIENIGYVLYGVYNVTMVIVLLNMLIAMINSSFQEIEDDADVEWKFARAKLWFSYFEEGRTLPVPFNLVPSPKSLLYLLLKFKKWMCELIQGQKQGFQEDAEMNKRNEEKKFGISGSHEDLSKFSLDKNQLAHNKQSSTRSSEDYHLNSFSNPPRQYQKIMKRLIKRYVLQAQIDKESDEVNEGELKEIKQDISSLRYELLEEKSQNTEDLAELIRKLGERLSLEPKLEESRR
# RGS4 pot – RGS4 potentiation or activation. HEK293 M3R/inducible RGS4, carbachol calcium flux Fluo4; hits give low values. B-score at 10 µM. hit rate 0.92% among 310,000;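 active means B-score of the integrated calcium signal more than 4 SD below the library mean, with starting fluorescence not abnormally high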;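 further: negative B-score means reduced calcium response which marks RGS4 activation or potentiation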
#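 Material: M3R-expressing HEK293 line, RGS4 induced by doxycycline | Schedule: Overnight RGS4 induction, 30 min dye load 37 °C, 20 min compound RT | Measured by: Fluo4 fluorescence kinetic imaging of calcium | Read-out: Integrated calcium ratio converted to B score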
# TMEM16A inh – mouse TMEM16A channel inhibition, primary screen; HEK293 TMEM16A/YFP iodide influx fluorescence, ionomycin; Q8BHY3; normalized B-score (activity score, 25-100; higher = stronger inhibition) at 10 µM; hit rate 1.2% among 310,000;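 active means ratio plate-corrected score three or more library SD toward inhibition, starting fluorescence score within five deviations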;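 further: score derived from kinetic fluorescence span divided by baseline fluorescence per well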
# MrgX1 agonist – agonists of human MrgX1 receptor; Q96LB2; MrgX1-HEK293 cells, Fluo-4 calcium fluorescence, agonist mode; hits give high values; B-score at 10 µM; hit rate 0.44% among 310,000; AID 588627;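 active means calcium response B-score plate-corrected fluorescence ratio at least 3 library SD, with starting fluorescence B-score inside 5 SD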
#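 System: HEK293 cells stably expressing human MrgX1 receptor; Dosing: test compound in the initial addition of three; Schedule: overnight plating, then 30 min 37 °C plus 30 min room-temperature dye loading; Detection: kinetic calcium dye fluorescence, Fluo-4 NW; Controls: per-plate positive and negative controls for Z′ factor.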
# ANO1 activ – mouse TMEM16A channel activation, primary screen; Q8BHY3; HEK293 TMEM16A/YFP-H148Q/I152L, iodide quench fluorescence; hits give low values; B-score at 10 µM; hit rate 0.3% among 340,000;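 active means fluorescence-ratio B-score plate-corrected deviation score at least 3 library SD below zero, with starting fluorescence score within 5 deviations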;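 further: channel opened by trigger with iodide after compound preincubation; score built on the fluorescence ratio of max minus min over baseline; more negative score means more quench and so TMEM16A activation or potentiation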
# TRPC6 inhibitor – blocks the mouse TRPC6 cation channel. B-score at 10 µM. AID 2553. Q61143. hit rate 1.1% among 310,000. HEK293-TRPC6, membrane potential dye, ACh-evoked depolarization; hits give low values;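 active means B-score under library mean minus 3 SD, initial fluorescence not abnormally high, positive integrated signal ratio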;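 further: B-score derived from integrated fluorescence ratio over the kinetic read; more negative B-score means stronger inhibition of depolarization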
# MrgX1 allo act – allosterically activates human MrgX1 receptor signaling; MrgX1-HEK293, Fluo-4 calcium flux, FDSS; hits give high values; B-score at 10 µM; hit rate 0.63% among 310,000;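 active means plate-corrected calcium response at least 3 library SD above typical, normal starting fluorescence, not activating the receptor alone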;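 further: compound read alongside a low EC10 to EC30 dose of BAM8-22 agonist; peak minus trough fluorescence over baseline measured at the second addition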
# HDAC3 inhib – human HDAC3 inhibition. AID 2718. inhibition, % at 8.3 µM. recombinant HDAC3, fluorogenic peptide/trypsin coupled, fluorescence. hit rate 0.15% among 320,000. O15379; in the data active means inhibition above about 26%, passing the limit was not always enough
# SKKanGAS inh – SKKanGAS growth inhibition. S. pyogenes SKKanGAS, kanamycin growth, BacTiter-Glo, 6 h. inhibition, % at 7.5 µM. hit rate 1.3% among 300,000. AID 1662;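 active means mean replicate score, as percent of positive control median, at least 50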;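 further: strain carries kanamycin resistance gene driven by streptokinase promoter and grows in 40 µg/ml kanamycin; loss of luminescence reflects streptokinase promoter inhibition or plain growth inhibition; 0% = median of DMSO wells and 100% = positive control at its reference dose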
# RGS4 block – inhibitors of human RGS4 | hit rate 0.45% among 310,000 | HEK293 M3R/RGS4 inducible, Fluo-4 calcium flux; hits give high values; triggered by carbachol at its EC20 | AID 463165 | B-score at 10 µM;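 active means B-score, a plate-corrected calcium signal, over three deviations above library mean, with baseline fluorescence within five deviations of library mean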;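 further: RGS4 expression induced by doxycycline in cells with stable M3 receptor; B-score is computed from the integrated fluorescence ratio over baseline after carbachol; higher B-score means a larger calcium signal and so more RGS4 inhibition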
# Target sequence (P49798 whole entry, looked up): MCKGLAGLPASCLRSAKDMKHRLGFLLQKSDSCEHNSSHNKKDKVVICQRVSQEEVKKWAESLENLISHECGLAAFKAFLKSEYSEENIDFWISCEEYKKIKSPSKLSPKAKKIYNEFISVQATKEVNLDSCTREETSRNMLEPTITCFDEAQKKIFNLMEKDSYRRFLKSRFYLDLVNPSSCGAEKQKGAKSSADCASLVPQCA
# MrgX1 antagonist – human MrgX1 receptor antagonism, primary screen. Q96LB2. MRGX1-HEK293 calcium flux, Fluo-4, BAM8-22 antagonism; hits give low values. B-score at 10 µM. hit rate 1.3% among 310,000. AID 588676;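 active means calcium-response B-score plate-corrected more than 3 library SD below zero, starting fluorescence within 5 deviations, no agonist response on first addition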;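 further: peak minus trough fluorescence over baseline after final BAM8-22 challenge near maximal dose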
# * = called active by the depositor; i = inactive; · = not tested or not shown.
SMILES,TRPC6 activator,RGS4 pot,TMEM16A inh,MrgX1 agonist,ANO1 activ,TRPC6 inhibitor,MrgX1 allo act,HDAC3 inhib,SKKanGAS inh,RGS4 block,MrgX1 antagonist
CC(Oc1ccc(Br)cc1Cl)C(=O)Nc1ccncc1 (centres undefined),i,i,i,i,i,i,i,-2.2,5.3,i,i
Cc1ccc(OCC(O)Cn2c(=N)n(CCN3CCCCC3)c3ccccc32)cc1 (centres undefined),i,i,i,i,i,i,i,0.1,-11.6,i,i
COc1ccc(C(=O)Nc2c(-c3ccccc3)nc3ccccn23)c(OC)c1,20*,i,i,i,i,i,i,0.4,-5.9,i,i
COc1ccc(/C=C/CN2CCCC(CO)(Cc3cccc(Cl)c3)C2)cc1 (centres undefined),i,i,i,i,i,i,i,3.4,-14.6,i,i
O=C(NNC(=S)NC1CCCCC1)c1ccccc1Br,i,i,i,i,i,i,i,-1.7,2.2,i,i
O=C(CNS(=O)(=O)c1ccc(Br)s1)N1CCN(c2ccc(F)cc2)CC1,i,i,i,i,i,i,i,-2.6,12.6,i,i
COc1cccc(SCc2noc(C(=O)NCC3CCCO3)c2C(=O)O)c1 (centres undefined),i,i,i,i,i,i,i,3.2,6.0,i,i
CCc1ccc(N2CC(C(=O)NC3CC3)CC2=O)cc1 (centres undefined),i,i,i,i,i,i,i,0.5,-1.0,i,i
COC(=O)c1sccc1NN1C(=O)c2ccccc2C1=O,i,i,i,i,i,i,i,2.6,-3.8,i,i
COc1ccc(F)cc1S(=O)(=O)N1CCN(C(=O)c2ccco2)CC1,i,i,i,i,i,i,i,-6.0,1.2,i,i
Cc1ccc(C(CNC(=O)C(=O)Nc2ccc3c(c2)OCCO3)N2CCN(C)CC2)cc1 (centres undefined),i,i,i,i,i,i,i,1.3,-3.9,i,i
CC1(C)C=Cc2c(c3c(c4c(=O)c(-c5ccc(O)cc5)coc24)OC(C)(C)CC3)O1,i,i,i,i,i,i,i,-0.1,42.9,i,i
CCc1cccc(CC)c1NC(=O)COn1nnc2ccc(C(F)(F)F)cc21,i,i,i,i,i,i,i,2.6,2.8,i,i
Cc1onc(-c2ccccc2)c1C(=O)Nc1ccc2c(c1)OCO2,i,i,i,i,i,i,i,0.1,-3.5,i,i
O=C(CSc1nc2[nH]ncc2c(=O)[nH]1)Nc1ccc(F)cc1,i,i,i,i,i,i,i,-7.5,-0.6,i,i
CCc1ccc(NC(=O)Nc2ccc3c(c2)CCC3)cc1,i,i,i,i,i,i,i,6.8,-13.4,i,i
COc1cccc(NC(=O)C2CC(=O)OC23CCOC(C)(C)C3)c1 (centres undefined),i,i,i,i,i,i,i,-2.7,-2.5,i,i
CCN(CC)C(=O)CSc1nnc(COc2ccccc2)n1N,i,i,i,i,i,i,i,-8.4,0.6,i,i
Cc1cc(C)c(NC(=O)Cn2c(=O)c3cccn3c3ccccc32)c(C)c1,i,i,i,i,i,i,i,-1.9,-3.0,i,i
Cc1ccccc1NS(=O)(=O)c1ccc(C2CNC(=O)C2)cc1 (centres undefined),i,i,i,i,i,i,i,-3.5,0.2,i,i
CCCCc1ccc(-c2csc(/C(C#N)=C\c3ccc(C)o3)n2)cc1,i,i,i,i,i,-8.41*,i,-3.6,-5.6,i,i
COc1ccc(-c2cc(O)cc(O)c2)cc1,i,i,i,i,i,i,i,-5.0,-1.7,i,i
CCCC(=O)Nc1ccc2oc(-c3ccc(OC)c(Br)c3)nc2c1,i,i,i,i,i,i,i,-29.6,-7.7,i,i
COc1ccc(C(CC(=O)O)NS(=O)(=O)c2ccc(C)cc2)cc1 (centres undefined),i,i,i,i,i,i,i,-4.1,-6.8,i,i
O=C(C1CCN(Cc2ccccc2)CC1)N1CCCC1,i,i,i,i,i,i,i,-1.9,2.2,i,i
Cc1cnc(CNC(=O)C2CCC(=O)N(CCc3cccc(F)c3)C2)[nH]1 (centres undefined),i,i,i,i,i,i,i,-9.5,0.1,i,i
CCOC(=O)Cc1csc(NC(=O)c2ccoc2C)n1,i,i,i,i,i,i,i,-10.1,·,i,i
Fc1cccc(CN2CCN(c3ncccn3)CC2)c1,·,·,i,i,i,·,i,-0.6,·,·,i
COc1ccc(C2SCCN2S(=O)(=O)c2ccccc2)cc1OC (centres undefined),i,i,i,i,i,i,7.25*,-1.4,0.5,i,i
Cc1ccc(-n2c(C)nnc2SCC(=O)NC2CC2)cc1,i,i,i,i,i,i,i,1.1,-4.4,i,i
Clc1ccc(-c2nnc3c4ccccc4nc(N4CCOCC4)n23)cc1Cl,i,i,i,i,i,i,i,-6.6,-3.6,i,i
COc1ccc(NC(=O)C(=O)NCCC2CCCCN2S(=O)(=O)c2ccc(F)cc2)cc1 (centres undefined),i,i,i,i,i,i,i,·,11.6,i,i
Cc1cccc(NC(=O)C2CC(=O)N/C(=N/N=C/c3ccco3)S2)c1 (centres undefined),i,i,i,i,i,i,i,8.2,6.7,i,i
COc1cc(C(=O)NCc2ccc(C)cc2)ccc1OC(F)F,i,i,i,i,i,i,i,2.4,15.6,i,i
CC1CCN(c2ncnc3c2cnn3-c2ccccc2)CC1,i,i,i,i,i,i,i,-1.5,-7.7,i,i
Cc1c(C#N)c(O)[nH]c(=O)c1N=Nc1ccc(S(N)(=O)=O)cc1,i,i,i,i,i,i,i,9.0,3.6,i,i
Cc1ccc(NC(=O)Cc2ccc(-c3ccccc3)cc2)nc1,i,i,i,i,i,i,i,-1.5,25.4,i,-8.11*
CS(=O)(=O)c1ccc(Sc2nc3ccccc3s2)c([N+](=O)[O-])c1,i,i,i,i,i,i,i,7.0,-2.9,i,i
Cc1cccc(C)c1NC(=S)N(Cc1cccs1)C1CCCC1,i,i,i,i,i,i,i,-2.0,9.0,i,i
COc1ccc(-n2nc(C(=O)NCC(=O)N3CCCC3)c3ccccc3c2=O)cc1,i,i,i,i,i,i,i,-1.3,4.7,i,i
COc1ccc(Cl)cc1NC(=O)COc1cccc(-n2cnnn2)c1,i,i,i,i,i,i,i,1.4,-11.4,i,i
COc1ccccc1NC(=O)Nc1ccc(F)c(F)c1,i,i,i,i,i,i,i,4.3,5.0,i,i
COc1ccc(OCC(=O)Nc2ccccc2C(=O)Nc2ccc(C(=O)O)cc2)cc1,i,i,i,i,i,i,i,-2.9,18.9,i,i
COc1cc(-c2nnc(COC(=O)c3cc(C)no3)o2)cc(OC)c1OC,i,i,i,i,i,i,i,2.8,-1.0,i,i
COc1ccccc1NC(=O)CCN1C(=O)c2ccccc2S1(=O)=O,i,i,i,i,i,i,i,-3.5,2.2,i,i
COc1cc(CC(=O)Nc2ccc(S(=O)(=O)N(C)C)cc2)cc(OC)c1OC,·,·,i,i,i,·,i,10.5,·,·,i
CNc1ccccc1C(C)(C)c1cc(C)[nH]n1,i,i,i,i,i,i,i,-7.5,9.4,i,i
Cc1sc(NC(=O)c2ccccc2)c(C(=O)c2ccccc2)c1C,i,i,i,i,i,i,i,2.6,-12.4,i,i
O=C(NCCCN1CCCC1=O)c1ccc2c(c1)OCO2,i,i,i,i,i,i,i,0.3,·,i,i
Cc1cc(C(=O)N/N=C/c2cc(Br)ccc2OC(=O)c2ccccc2)n[nH]1,·,·,i,i,i,·,i,10.5,·,·,i
Cc1ccc(C(=O)CSc2nnc(-c3cccs3)n2C)o1,i,i,i,i,i,i,i,4.1,3.0,i,i
CCN1CCN(C(c2cccs2)C(C)NC(=S)NC2CCCCC2)CC1 (centres undefined),i,i,i,i,i,i,i,-0.8,-6.2,i,i
O=C1NC(=O)C(Cc2cccc(Oc3ccccc3)c2)S1 (centres undefined),i,i,i,i,i,i,i,0.2,3.5,i,i
O=C(NCC1CCCO1)c1cc(-c2ccccc2F)no1 (centres undefined),i,i,i,i,i,i,i,-3.4,31.3,i,i
Nc1nc(CN2CCN(Cc3ccccc3)CC2)nc(Nc2ccccc2)n1,i,i,i,i,i,i,i,4.8,5.5,i,i
O=C(NC(=S)NC1CCCCC1)c1ccccc1[N+](=O)[O-],i,i,i,i,i,i,i,12.1,0.4,i,i
O=C(NCCCn1ccnc1)c1cc(-c2cccnc2)nc2ccc(Br)cc12,i,i,i,i,i,i,i,-2.9,3.0,i,i
C=CCn1c(Cc2c[nH]c3ccccc23)nnc1SCC(=O)NCc1ccccc1,i,i,i,i,i,i,i,-2.2,3.3,i,i
COc1ccccc1CN(Cc1nc2ccccc2c(=O)[nH]1)C(=O)Nc1ccccc1,i,i,i,i,i,i,i,7.8,-1.4,i,i
CCn1c(/C=N/Nc2ccc(C(=O)O)cc2)nc2ccccc21,i,i,i,i,i,i,i,-2.0,-7.7,i,i

# (further entries)
SMILES,TRPC6 activator,RGS4 pot,TMEM16A inh,MrgX1 agonist,ANO1 activ,TRPC6 inhibitor,MrgX1 allo act,HDAC3 inhib,SKKanGAS inh,RGS4 block,MrgX1 antagonist
Cc1cccc2c(C(=O)N3CCCCC3)cc(-c3ccccc3)nc12,i,i,i,i,i,i,i,10.7,3.7,i,i
CC(=O)Nc1cccc(C(=O)NC(C)c2ccc(S(N)(=O)=O)cc2)c1 (centres undefined),i,i,i,i,i,i,i,-0.2,2.1,i,i
CC1=CC(C)(C)N(C(=O)CSc2nnc(-c3ccc(C)cc3)o2)c2ccc(C)cc21,i,i,i,i,i,i,i,-0.4,13.0,i,i
Cc1ccc(NC(=O)NC(=O)N(C(C)C)S(C)(=O)=O)nc1,·,·,i,i,i,·,i,-8.0,·,·,i
Cc1cc(O)c(C(C)C)cc1NC(=O)Cn1nc(C)c2ccccc2c1=O,i,i,i,i,i,i,i,-2.6,8.1,i,i
S=c1[nH]nc(-c2c[nH]c3ccccc23)o1,i,i,i,i,i,i,i,-13.0,1.6,i,i
COc1ccc(-n2c(NN)nc3sc4c(c3c2=O)CCCC4)cc1,i,i,i,i,i,i,i,1.9,3.6,i,i
CC(=O)N(c1ccc(C)cc1)c1nc(C)cc(C)c1C#N,i,i,i,i,i,i,i,0.2,1.0,i,i
CC(/C=C/c1ccco1)=N\NC(=O)CNc1ccc2ccccc2c1,i,i,i,i,i,i,i,-2.9,9.5,i,i
CCc1ccc(C(=O)NNC(=O)c2cc(S(=O)(=O)N(C)C)ccc2N2CCCC2)cc1,i,i,i,i,i,i,i,3.4,2.0,i,i
CC(C)Oc1ccc(S(=O)(=O)N2CCOCC2)cc1NC(=O)c1ccc(N2CCCC2=O)cc1,i,i,i,i,i,i,i,3.7,1.7,i,i
COc1ccc(CCNC(=O)COc2coc(CN3c4ccccc4CC3C)cc2=O)cc1OC (centres undefined),i,i,i,i,i,i,i,-0.2,-6.5,i,i

# The order is random; any-hit rate near 6.7%.
